TCR CD3 inh = human TCR-CD3 binding inhibition. TAMRA-labeled TCR probe fluorescence, biochemical. inhibition, % at 9.4 µM. actives 0.37% (n = 360,000). AID 651800; in the data active = inhibition above about 19%;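 also: recombinant mutant TCR 2C K166C tagged with TAMRA read by polarization; 0% = receptor in buffer alone and 100% = receptor with positive control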
PRMT1 inh = blocks human protein arginine methyltransferase 1; Q99873; recombinant PRMT1, activity-based probe fluorescence polarization; inhibition, % at 2.79 µM; actives 1.3% (n = 370,000);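 active = inhibition above about 21% made by adding two undisclosed values, limit read from the data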
Target sequence (Q99873 whole entry, looked up): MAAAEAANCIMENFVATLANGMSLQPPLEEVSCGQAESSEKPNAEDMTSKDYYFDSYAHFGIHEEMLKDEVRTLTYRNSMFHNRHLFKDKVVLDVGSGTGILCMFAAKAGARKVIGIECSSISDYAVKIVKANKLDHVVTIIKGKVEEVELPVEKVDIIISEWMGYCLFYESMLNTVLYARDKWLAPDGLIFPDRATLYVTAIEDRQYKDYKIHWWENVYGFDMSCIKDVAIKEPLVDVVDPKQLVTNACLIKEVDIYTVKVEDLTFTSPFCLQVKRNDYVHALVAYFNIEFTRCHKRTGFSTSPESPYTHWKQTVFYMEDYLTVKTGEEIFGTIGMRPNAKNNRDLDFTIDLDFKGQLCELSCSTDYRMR
mABHD4 FP = ABHD4 (mouse) inhibition, primary FP screen | Q8VD66 | purified mABHD4, FP-Rh probe fluorescence polarization | inhibition, % at 8.92 µM | actives 0.54% (n = 370,000);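 active = inhibition exceeding the mean over every tested compound plus 3 SD, cut at about 30% in these data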;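 also: 0% = plate median of compound wells and 100% = S159A mutant with DMSO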
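Test system: mABHD4 protein | Buffer or medium: HEPES pH 7.0 buffer, 150 mM NaCl, 0.01% Pluronic F-127 | Probe or stimulus: FP-Rh fluorescent activity-based probe, added after compound pre-incubation | Timing: Pre-incubation 45 min, probe exposure 60 min, at 25 °C | Technique: Fluorescence polarization, excitation 525 nm, emission 598 nm, BODIPY TMR filters | Repeats: Single well per compound (singlicate)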
LEDGF integ inh = blocks HIV-1 LEDGF/p75-dependent DNA integration. actives 0.64% (n = 370,000). TR-FRET IN-LEDGF/p75 DNA integration, Eu/Cy5. inhibition, % at 3.7 µM;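 active = inhibition above the screen-wide mean plus 3 SD, cut at about 13% in these data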;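 also: signal is the Cy5 over europium emission ratio at 671 and 618 nm; 0% = plate median of compound wells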
HTRA1 inhibitor = inhibitors of human serine peptidase HTRA1. recombinant HTRA1, FP-rhodamine activity-based probe, fluorescence polarization. inhibition, % at 5.96 µM. actives 0.5% (n = 340,000); in the data active = inhibition above about 36%;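 also: 0% = enzyme with DMSO and 100% = wells lacking enzyme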
MBD2 inh = inhibitors of human MBD2 binding to methylated oligonucleotide; TR-FRET; inhibition, % at 4.4 µM; actives 0.31% (n = 370,000); AID 686964; in the data active = inhibition above about 13%
GC-B act = GC-B (human) receptor activation; HEK293-GC-B cells, CNP EC30, cGMP TR-FRET; 0% at EC30 CNP, 100% saturating CNP; activation, % at 10 µM; actives 0.11% (n = 370,000);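 active = activation at 10 µM reaching about 35% in either raw or pattern-adjusted values, limit read from the data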
SIAE primary = blocks human sialic acid acetylesterase; Q9HAT2; SIAE FP-Rh probe binding, fluorescence polarization; inhibition, % at 9.66 µM; actives 0.69% (n = 370,000);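 active = inhibition above a cutoff: mean of compounds within the control limits plus 3 SD of those, cut at about 17% in these data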;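 also: 0% = plate median of compound wells and 100% = probe without SIAE protein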
Target sequence (Q9HAT2 whole entry, looked up): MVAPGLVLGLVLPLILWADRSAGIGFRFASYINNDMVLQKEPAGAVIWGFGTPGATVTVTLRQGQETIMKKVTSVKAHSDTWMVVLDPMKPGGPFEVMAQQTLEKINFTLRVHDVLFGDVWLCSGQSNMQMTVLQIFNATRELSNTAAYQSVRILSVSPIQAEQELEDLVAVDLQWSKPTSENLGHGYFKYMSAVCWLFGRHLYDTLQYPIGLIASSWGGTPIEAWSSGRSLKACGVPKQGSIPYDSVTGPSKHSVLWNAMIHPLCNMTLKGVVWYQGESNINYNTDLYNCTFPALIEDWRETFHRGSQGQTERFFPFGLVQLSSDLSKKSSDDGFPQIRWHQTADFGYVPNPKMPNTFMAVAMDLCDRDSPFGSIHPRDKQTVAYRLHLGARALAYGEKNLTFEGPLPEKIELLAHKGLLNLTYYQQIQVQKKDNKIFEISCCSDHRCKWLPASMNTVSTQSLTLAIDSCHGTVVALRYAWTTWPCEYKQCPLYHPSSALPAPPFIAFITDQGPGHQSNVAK
rCAG binder = r(CAG) repeat RNA binding. AID 651821. inhibition, % at 3 µM. actives 1.3% (n = 370,000). TO-PRO-1 dye displacement fluorescence;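 active = inhibition above the plate cutoff, the mean of all test compounds on that plate plus 3 SD, cut at about 35% in these data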;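 also: 0% = DMSO alone and 100% = 100 µM mitoxantrone as full dye displacement; higher means more dye released from RNA so lower well fluorescence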
TDP2 absorb = TDP2 (human) inhibition, absorbance primary screen | O95551 | recombinant TDP2, T5PNP hydrolysis, p-nitrophenol absorbance 415 nm | inhibition, % at 12.8 µM | actives 0.34% (n = 370,000);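 active = inhibition above the mean of all tested compounds plus 3 SD, set per campaign, cut at about 25% in these data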;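 also: 0% = DMSO with enzyme and 100% = buffer with substrate but no TDP2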
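Assay system: recombinant human TDP2 / Reagent: T5PNP substrate at 5 mM, a TopII-DNA adduct mimic / Measured by: epi absorbance from released p-nitrophenol / Evaluation: % inhibition relative to enzyme-containing and enzyme-free wells / Control set: enzyme-free and DMSO wells / Replicates: each compound tested once, singlicate / Schedule: enzyme reaction with compound for 2 h at 37 °C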
The depositor's hits bear a star; · = not tested or not shown.

compound	TCR CD3 inh	PRMT1 inh	mABHD4 FP	LEDGF integ inh	HTRA1 inhibitor	MBD2 inh	GC-B act	SIAE primary	rCAG binder	TDP2 absorb
Nc1[nH]c(C(=O)c2ccccc2)c(-c2ccccc2Br)c1C(=O)c1cccs1	1	-4	0	4	·	-1	5	-8	10	-11
Cc1cc(Cl)cc(Cl)c1OCC(=O)NCc1ccco1	-4	9	0	0	-9	3	-3	-1	7	-3
O=C1CCCN1c1ccc(N2CCCC2=O)cc1	-4	-2	-8	-1	5	6	0	1	1	4
COc1ccc(-n2c(C)cc(C(=O)COC(=O)c3ccc(O)cc3O)c2C)cc1	-5	1	-45	-2	-50	-1	4	-29	19	-6
COc1ccc(CCN(C(=O)c2ccco2)C(C(=O)NC2CCCC2)c2ccncc2)cc1OC (centres undefined)	1	-3	-3	1	3	1	-12	-8	0	2
O=C1[C@H]2[C@@H](c3ccc(C(F)(F)F)cc3)N[C@]3(CCCN(Cc4ccc(C(F)(F)F)cc4)C3=O)[C@H]2C(=O)N1Cc1ccccc1	7	-1	-18	-2	-38	-1	-5	-8	4	6
CCCn1c(NC(=O)c2ccc([N+](=O)[O-])o2)nc2ccccc21	-2	0	18	4	26	-5	-4	4	9	-9
Cc1cccc(CNC(=O)C2CCCN(c3nn4c(=O)cc(C)nc4s3)C2)c1 (centres undefined)	5	0	1	-3	-8	1	0	5	2	-1
C[C@H](NC(=O)c1ccco1)C(=O)Nc1nnc(SCc2ccccc2)s1	-3	-4	-14	2	-2	-1	1	-2	11	-7
O=C(Cc1ccc(Cl)cc1)NC1CCCN(Cc2ccccc2F)C1 (centres undefined)	-4	-2	-4	3	-3	1	3	-6	-5	-13
CC1CCCCC12NC(=O)N(CC(=O)NC(=O)Nc1ccc3c(c1)OCCO3)C2=O (centres undefined)	5	-4	7	-1	-4	1	7	1	0	-8
CCOc1ccc(S(=O)(=O)NCc2csc(C)n2)cc1	1	3	-5	-2	6	7	2	-8	-2	-2
Cc1ccc(C)c(NC(=S)NC(NC(=O)Cc2cccc3ccccc23)C(Cl)(Cl)Cl)c1 (centres undefined)	3	-2	-5	0	-8	6	2	-16	4	1
CN(C)c1ccnc(-n2cccc2/C=N/OCc2ccc(F)cc2Cl)c1C#N	3	-1	-5	1	-4	-3	-5	-1	-1	7
COc1ccc(S(=O)(=O)NC(C)CCc2ccccc2)cc1 (centres undefined)	1	0	-8	2	-2	-7	0	6	-3	2
CC(NCC(=O)Nc1ccccc1C(=O)NC1CC1)c1ccccc1Cl (centres undefined)	1	-3	-1	0	0	-3	2	1	0	0

Given with two lines to a compound: part of the list above.
The line under a structure holds: TCR CD3 inh	PRMT1 inh	mABHD4 FP	LEDGF integ inh	HTRA1 inhibitor	MBD2 inh	GC-B act	SIAE primary	rCAG binder	TDP2 absorb
- Cc1ccc(C)c(NC(=S)NC(NC(=O)Cc2cccc3ccccc23)C(Cl)(Cl)Cl)c1 (centres undefined)
    3	-2	-5	0	-8	6	2	-16	4	1
- CC1CCCCC12NC(=O)N(CC(=O)NC(=O)Nc1ccc3c(c1)OCCO3)C2=O (centres undefined)
    5	-4	7	-1	-4	1	7	1	0	-8

Next part:
compound	TCR CD3 inh	PRMT1 inh	mABHD4 FP	LEDGF integ inh	HTRA1 inhibitor	MBD2 inh	GC-B act	SIAE primary	rCAG binder	TDP2 absorb
N/C(=N\OC(=O)c1cccs1)c1ccc(Cl)cc1	2	-1	-1	4	·	2	-2	1	2	2
CC1=Nc2ccccc2N=C(NC(=O)CSc2nnnn2-c2ccccc2)C1c1ccccc1 (centres undefined)	3	1	3	-2	-4	2	-5	8	0	1
NNC(=O)CN1C(=O)C2(OCCO2)c2ccccc21	0	-3	2	-1	-3	-4	1	0	3	4
O=C(Cc1ccccc1)NC1CCN(S(=O)(=O)c2cccc(F)c2)CC1	3	0	4	1	-1	-5	-1	0	-2	5
O=C(COc1ccc2c3c(c(=O)oc2c1)CCC3)NC1CCCCC1	7	-1	-2	-1	-3	-4	-1	2	-4	6
Cn1c(SCC(=O)O)nnc1-c1ccc2ncccc2c1	-1	0	-1	1	·	0	0	-1	-1	-1
COC(=O)C1=C(C)N(Cc2ccccc2)C(=O)N[C@H]1c1cccc(F)c1	3	3	1	-4	-1	-2	0	2	1	15
O=c1c2ccccc2n2c(=S)[nH]nc2n1-c1ccccc1	-10	8	6	-4	0	-2	-1	7	3	4
COc1cccc(N2CCN(S(=O)(=O)c3ccc(-c4coc(C)n4)cc3)CC2)c1	8	0	5	-2	-17	3	-2	5	6	19
Cc1nc([N+](=O)[O-])c(NCCO)n1Cc1ccccc1	1	-3	-1	4	0	0	0	-1	0	-1
CCSc1nc2sc3c(c2c(=O)[nH]1)CCc1ccccc1-3	6	-2	16	0	-14	2	-3	3	12	1
COc1ccc(NC(=O)C/C(C)=N/NC(=O)C(=O)Nc2cccc(Cl)c2C)c(OC)c1	-2	3	6	-3	10	0	-1	7	2	-2
C[C@@H]1C=C(C(=O)N2CCN(C)CC2)O[C@H](OCc2ccc(CO)cc2)C1	2	2	-15	0	3	10	0	0	4	-4
Cc1oc(-c2ccccc2F)nc1CS(=O)CC(=O)NC1CCCC1 (centres undefined)	13	7	1	0	-4	-3	-1	5	1	16
CCCC(=O)N1CCC[C@]2(CC[C@@H](CCC(C)=O)O2)C1	·	-2	6	-3	·	0	-2	12	3	7
CN(C(=O)CCc1ccccc1)c1nnc(-c2ccncc2)s1	2	5	0	-5	-3	4	-3	1	-6	-8

Three compounds already listed, arranged by length of the SMILES, largest number first.
compound	TCR CD3 inh	PRMT1 inh	mABHD4 FP	LEDGF integ inh	HTRA1 inhibitor	MBD2 inh	GC-B act	SIAE primary	rCAG binder	TDP2 absorb
COc1ccc(NC(=O)C/C(C)=N/NC(=O)C(=O)Nc2cccc(Cl)c2C)c(OC)c1	-2	3	6	-3	10	0	-1	7	2	-2
CCCC(=O)N1CCC[C@]2(CC[C@@H](CCC(C)=O)O2)C1	·	-2	6	-3	·	0	-2	12	3	7
CN(C(=O)CCc1ccccc1)c1nnc(-c2ccncc2)s1	2	5	0	-5	-3	4	-3	1	-6	-8

(next part)
compound	TCR CD3 inh	PRMT1 inh	mABHD4 FP	LEDGF integ inh	HTRA1 inhibitor	MBD2 inh	GC-B act	SIAE primary	rCAG binder	TDP2 absorb
COc1ccc(-c2nc(N)sc2C2(O)C(=O)Nc3c(Br)cc(F)cc32)cc1OC (centres undefined)	-4	-3	-6	-1	6	-2	-1	-4	0	6
CC(=O)C1CCC2C3CCC4CC(=O)CCC4(C)C3C=CC12C (centres undefined)	14	-5	1	3	-9	-4	-2	1	1	-10
C[C@@H]1CN([C@H](C)CO)S(=O)(=O)c2ccc(C#Cc3ccccc3)cc2O[C@@H]1CN(C)C(=O)CN(C)C	-1	-4	5	-5	-6	3	5	-2	8	2
CCS(=O)(=O)NCC(c1cccnc1)N1CCN(c2ccccc2)CC1 (centres undefined)	-7	0	-9	2	-15	-4	0	9	5	-8
COC(=O)C1=C(N)Oc2cc(C)n(CC3CCCO3)c(=O)c2C1c1ccccc1OC (centres undefined)	3	1	0	2	5	2	-2	6	-1	5
Cn1cc(C(=O)NCCc2ccccc2)c(=O)c2cc(S(=O)(=O)N3CCOCC3)ccc21	6	-2	2	2	4	0	2	4	1	11
S=C(NCC1CCCCC1)OC1CCC12CCC(c1ccccc1)CC2 (centres undefined)	·	3	-2	3	·	-2	-1	0	4	-1
O=[N+]([O-])c1ccc(N/N=C2\CC3CC=CC23)c([N+](=O)[O-])c1 (centres undefined)	0	3	8	-4	-2	1	-1	2	7	5
CSc1nc(N2CCOCC2)c2c(c1C#N)CC(C)(C)OC2	-8	2	2	-1	-4	3	13	-1	-7	-5
COC(=O)CC1=C(C(=O)OC)C(c2cc(OC)c(OC)cc2OC)C(C#N)=C(N)O1 (centres undefined)	3	0	1	3	3	-5	0	0	-2	-13
CC(C)(C)SCCNC(=O)c1ccc(CN2CCc3ccccc3C2)cc1	1	1	4	3	-7	-4	1	2	-9	3
COc1cccc(CN(C)C(=O)c2cccc(OCc3ccccc3)c2)c1	2	-5	-9	3	-27	-6	1	2	1	-7
CC1CN(C(=O)c2cccc(S(=O)(=O)Nc3ccc(Cl)cc3)c2)CC(C)O1 (centres undefined)	1	-1	3	2	-2	2	-1	-2	0	-2
COc1ccc(-c2c(Cc3ccccc3)nc(NC(=O)c3ccccc3)n2Cc2ccccc2)cc1	·	-8	-2	4	·	-3	-5	2	8	2
C=CCN(C(=O)c1csnn1)C(C(=O)NC1CCCCC1)c1ccccc1 (centres undefined)	-1	0	0	0	7	6	-5	0	-4	-8
CC(=O)N1c2ccccc2[C@H](C)[C@H]1C	3	1	-2	-2	1	-6	6	0	2	-1
COc1ccc(CCNC(=O)CCSc2nc(-c3ccco3)cc(C(F)(F)F)n2)cc1OC	-1	0	3	0	-12	-8	-8	4	-6	0
CC1(c2ccc3c(c2)OCCO3)NC(=O)N(CC(=O)c2ccc[nH]2)C1=O (centres undefined)	6	-8	4	3	1	-4	4	-8	9	-1
Cc1ccc(Cl)cc1NC(=O)COC(=O)C1CC1	6	-3	6	0	4	3	-2	3	2	3
Cc1ccc(N=C2C(=O)Nc3ccccc32)cc1	5	-1	1	-2	2	-11	-1	3	0	5
CCCNC(=S)Nc1ccc(CC(=O)OC)cc1	-4	0	-10	0	2	8	2	-4	-2	-5
CCCCCCN1CCN(C2CN(C3CCCCC3)S(=O)(=O)C2)CC1 (centres undefined)	-6	5	6	-3	·	2	-1	-1	-1	1
CN(C)c1nc(Nn2cnnc2)nc(N(C)C)n1	-4	0	8	1	-4	-2	7	-3	-3	2
CCOC(=O)CC[C@H]1CC[C@]2(CCCN(C(=O)C(C)(C)C)C2)O1	·	-2	0	2	·	3	6	2	-2	-2

Not all compounds are listed; the hit share may differ from the screen's.
